mouse EphA4 binding: inhibitors of EphA4 binding to KYL peptide, primary screen, biochemical, colorimetric, mouse EphA4 (AID 689) | EphA4-AP binding to KYL peptide, pNPP A405; higher % means a stronger effect | inhibition, % at 10 µM; hits with a dose series show IC50 in µM | 62,000 tested, 0.1% active; in the data active = a potency from the dose series; inactive = the rest, 99 in 100 with inhibition below about 22%
The depositor's hits bear a star. Some of the compounds tested; count on the stated rates, not on these rows.

SMILES | mouse EphA4 binding
CN1CC(=O)N(CC(=O)NCc2ccc3c(c2)OCO3)C1=O | -4%
CCOc1ccc(-c2nn3c(-c4ccc(OC)cc4)nnc3s2)cc1 | -8%
O=C1CC(c2ccc(F)cc2)C2=C(CCCC2=O)N1 (stereo unspecified) | 2%
CCCOc1ccc(NC(=O)c2c(-c3ccccc3)noc2C)cc1 | -4%
Cc1ccc(NC(=O)C/C(N)=N/O)cc1C | -10%
O=C(c1ccc(COc2ccccc2[N+](=O)[O-])o1)N1CCCCCC1 | -7%
C=CCn1c(O)c(C(CC)=NCc2cccnc2)c(=O)[nH]c1=O | 0%
Cc1ccc2c(c1)c(CC(=O)Nc1ccc(F)cc1)c(C(=O)O)n2C | -15%
CCOc1cccc(C(=O)Nc2ccccc2N2CCN(C(=O)C(C)C)CC2)c1 | -4%
Nc1sc2c(c1C(=O)Nc1ccc(Cl)cc1)CCCC2 | 7%
CNC(=O)c1nnn(Cc2ccccc2)c1NC(=O)C(F)(F)F | 4%
Cc1c(NC(=O)CCC(=O)N2CCCCC2)c(=O)n(-c2ccccc2)n1C | -3%
COc1ccc2c(c1)cc1n2CCN=C1NN | 16%
Cc1cc(C=C2C(=O)NC(=O)NC2=O)c(C)n1-c1ccc(F)cc1 | -9%
CCOc1ccc(N(C(C)C(=O)NC(C)CC)S(C)(=O)=O)cc1 (stereo unspecified) | -14%
CC(C)c1ccc2c(c1)c1c3n2CCNC3CCC1 (stereo unspecified) | -4%
Cc1ccc2nc(NC(=O)C3CCN(S(=O)(=O)c4cccs4)CC3)sc2c1 | -11%
COc1cc(/C=N/n2cnnc2)ccc1OCCOc1ccccc1 | -7%
OCCCCCN=c1cc(-c2ccccc2)oc2ccc(Cl)cc12 | -18%
CCOC(=O)C1=C(c2ccccc2)Nc2ncnn2C1c1ccc(OC)c(OC)c1OC (stereo unspecified) | -12%
COCc1nnc(NC(=O)CC(c2ccccc2)c2ccccc2)s1 | 12%
CCCOc1nnnn1-c1ccccc1 | 12%
COc1ccc(/C=C/C(=O)c2ccc(S(=O)(=O)NCc3cccnc3)cc2)cc1 | -14%
Fc1ccc(-c2cc(C(F)(F)F)nc(N3CCCCC3)n2)cc1 | -21%
CC(=O)Nc1ccc(C(=O)OCC(=O)NC(=O)NC2CCCCC2)cc1 | -2%

Ordered by value in mouse EphA4 binding (lowest first): four from the list above.
molecule	mouse EphA4 binding
COc1cc(/C=N/n2cnnc2)ccc1OCCOc1ccccc1	-7%
CCOc1cccc(C(=O)Nc2ccccc2N2CCN(C(=O)C(C)C)CC2)c1	-4%
Cc1c(NC(=O)CCC(=O)N2CCCCC2)c(=O)n(-c2ccccc2)n1C	-3%
COc1ccc2c(c1)cc1n2CCN=C1NN	16%

The main list resumes, starting 3 compounds before the break.
SMILES | mouse EphA4 binding
COc1ccc(/C=C/C(=O)c2ccc(S(=O)(=O)NCc3cccnc3)cc2)cc1 | -14%
Fc1ccc(-c2cc(C(F)(F)F)nc(N3CCCCC3)n2)cc1 | -21%
CC(=O)Nc1ccc(C(=O)OCC(=O)NC(=O)NC2CCCCC2)cc1 | -2%
CCOC(=O)c1cn2nc(-c3ccc(OC)cc3)cc2nc1C1CCN(C(=O)OC(C)(C)C)CC1 | -11%
CCOC(=O)c1cnc(-c2ccccc2)nc1Oc1ccccc1 | -13%
CC1=C(C)CS(=O)N(S(=O)(=O)c2ccc(Cl)cc2)C1 (stereo unspecified) | -7%
N#Cc1nc(Cc2cccc3ccccc23)oc1N1CCN(c2ccccc2)CC1 | 9%
CCS(=O)(=O)N1CCCC(C(=O)NC2CCC(C)CC2)C1 (stereo unspecified) | 0%
O=C(NC(=S)Nc1cc([N+](=O)[O-])cc(Cl)c1O)c1ccc(F)cc1 | -7%
COc1ccc(OC)c(C2C(C(=O)O)c3ccccc3C(=O)N2C)c1 (stereo unspecified) | -7%
c1ccc2c(c1)nnn2Cc1nnc2sc(-c3ccncc3)nn12 | 0%
COc1ccc(OC)c(N(CC(=O)Nc2ccc(Cl)cc2)S(C)(=O)=O)c1 | 14%
Cc1ccc(N2C(=O)C(Cl)=C(Nc3ccc(F)cc3)C2=O)c(C)c1 | -9%
N#CC(c1ccc(Cl)nn1)c1ccccc1Cl (stereo unspecified) | 5%
CC(=O)Nc1cccc(N2C(=O)CC(Cc3ccccc3)C2=O)c1 (stereo unspecified) | -5%
CCCCC(=O)NC(=S)Nc1ccccc1C(=O)Nc1ccccc1 | -8%
Cc1ccc(CSc2nc3sc(C)c(C)c3c(=O)n2Cc2ccco2)cc1 | -4%
c1ccc2c(c1)oc1c(NCCN3CCOCC3)ncnc12 | -19%
Cc1ccccc1C(=O)NC(NCc1ccco1)C(Cl)(Cl)Cl (stereo unspecified) | -12%
Cc1nc2sc(C(c3ccc(Cl)cc3)N3CC(C)OC(C)C3)c(O)n2n1 (stereo unspecified) | -1%
CCCCn1c(SCC(=O)N2CCCCC2)nc2cc(S(N)(=O)=O)ccc21 | -4%
CC1=C(C(=O)OC2CCCCC2)C(c2ccco2)C2=C(CC(C)(C)CC2=O)N1 (stereo unspecified) | -12%
Cc1ccc(C)c(/C=N/NC(=S)NCCc2ccccc2)c1 | -30%
COc1cccc(C(=O)c2cc3ccc(O)cc3oc2=O)c1 | -6%
CC(=O)Nc1cc(C(N)=O)c(Cl)cc1Cl | 2%
Cc1ccc(N=C(Nc2ccc(C)cc2)c2ccccc2)cc1 | 0%
COc1ccc(CN2CCN(S(C)(=O)=O)CC2)cc1OCc1ccccc1 | -7%
CC(=O)Nc1ccc(-c2ccccc2)s1 | -9%

Sorted by SMILES length (largest number first): some entries from above.
SMILES | mouse EphA4 binding
COc1ccc(CN2CCN(S(C)(=O)=O)CC2)cc1OCc1ccccc1 | -7%
COc1cccc(C(=O)c2cc3ccc(O)cc3oc2=O)c1 | -6%
N#CC(c1ccc(Cl)nn1)c1ccccc1Cl (stereo unspecified) | 5%

Going on with the list:
SMILES | mouse EphA4 binding
O=C1C2ON(c3ccccc3)C(c3ccncc3)C2C(=O)N1c1ccccc1 (stereo unspecified) | -5%
COc1cccc(-n2cc(C(=O)O)c3ccccc3c2=O)c1 | -4%
CCOc1cc(/C=C2/SC(=S)N(CC(=O)O)C2=O)ccc1OCc1ccc(Cl)cc1 | 1%
COc1ccc2[nH]cc(/C=C(/C#N)S(=O)(=O)c3ccccc3)c2c1 | 17%
Cc1ccc(Cl)cc1NC(=O)C1CCCN(S(=O)(=O)c2c(C)noc2C)C1 (stereo unspecified) | 7%
CC(=O)Nc1ccc(S(=O)(=O)Nc2c(C)nn(-c3ccccc3)c2C)cc1 | -16%
COc1ccc2oc(=O)c(NC(=O)C3CCCCC3)cc2c1 | -6%
COCCNC(=O)C(OC(=O)c1ccco1)c1ccccc1OC (stereo unspecified) | -10%
CCc1nnc(NC(=O)c2ccc(S(=O)(=O)N3CCCCCC3)cc2)s1 | -6%
CC(=O)Cc1nsc(Nc2ccccc2)n1 | -22%
CCOc1ccccc1-c1nc(C(N)=O)c2[nH]c(=O)n(-c3ccccc3)c2n1 | -10%
Cc1ccc2c(N)c(C)ccc2c1 | -18%
CCOC(=O)c1[nH]c(C)c(C(=O)Nc2cccc(Cl)c2C)c1C | -8%
C1=C(CCNc2nnnn2-c2ccccc2)CCCC1 | -16%
COc1cccc(NC2=C(Cl)C(=O)N(c3cccc(Cl)c3Cl)C2=O)c1 | -2%
O=C1CC(SCc2nc3ccccc3[nH]2)C(=O)N1c1ccc(F)c(Cl)c1 (stereo unspecified) | -27%
CCOC(=O)CN1Cc2cccc(C(=O)O)c2C1=O | -6%
CCOC(=O)c1c(C)n(C)c2ccc(OC)c(NC(=O)CN3CCN(C(=O)c4ccco4)CC3)c12 | 13%
CCOc1ccc(N(Cc2cc3cc(OC)ccc3[nH]c2=O)S(C)(=O)=O)cc1 | -7%
O=c1c2c(nc3cc(-c4ccccc4)[nH]n13)CCC2 | -3%
Cc1ccc(C)c(S(=O)(=O)NCc2ccc(C(=O)N3CCC(Cc4ccccc4)CC3)cc2)c1 | -4%
O=C(COc1ccc(-c2ccccc2)cc1)N/N=C/c1ccccc1Br | -3%
Cc1cc(C)c(NC(=S)NC(=O)/C=C/c2ccccc2)c([N+](=O)[O-])c1 | -14%
N#Cc1nc(Cc2ccccc2)oc1NCCCn1ccnc1 | -6%
CC1Cc2ccccc2N1C(=O)CSc1nnnn1-c1ccc2c(c1)OCCO2 (stereo unspecified) | 15%

New compounds follow.
SMILES | mouse EphA4 binding
O=C1CCC([N+](=O)[O-])C(c2cccc(Cl)c2Cl)N1 (stereo unspecified) | 4%
COc1ccc(CCn2nnnc2C(c2ccccc2)N2CCN(C)CC2)cc1OC (stereo unspecified) | -18%
C[n+]1cccc(CNC(=O)/C=N/O)c1 | -14%
Cc1ccc(OCCNS(=O)(=O)c2ccc(N3CCCC3=O)cc2)cc1C | -9%
CCOC(=O)C1CCCN(S(=O)(=O)c2cn(C)c(=O)n(C)c2=O)C1 (stereo unspecified) | 3%
CCCOP(=O)(OCCC)C(Nc1ccc(C(C)C)cc1)c1ccc([N+](=O)[O-])cc1 (stereo unspecified) | -5%
O=C(c1ccccc1)N1CCSC1=S | -10%
COc1cc(-c2nnc(SCC3(c4ccc(Br)cc4)OCCO3)o2)cc(OC)c1OC | 3%
O=C(O)[C@H](Cc1ccccc1)N1C(=O)c2ccncc2C1=O | 7%
O=C(NCc1cccc(C(F)(F)F)c1)C1CC(c2c(Cl)cccc2Cl)=NO1 (stereo unspecified) | 0%
CCOc1ccc(NC(=O)N(CCN2CCOCC2)Cc2ccc3c(c2)CCCN3CC)cc1 | -7%
CCCCNC(=O)/C(=C\c1ccc(-c2cccc([N+](=O)[O-])c2)o1)NC(=O)c1ccccc1 | -8%
CC1CCC(NC(=O)CC2Oc3ccccc3NC2=O)CC1 (stereo unspecified) | 2%
CCOc1ccc(C2C(C(C)=O)=C(O)C(=O)N2CCN(C)C)cc1 (stereo unspecified) | -4%
CCn1c(C)cc(/C=C2\SC(=O)N(CC(=O)Nc3ccc(C)c(C)c3)C2=O)c1C | -4%
CCOC(=O)N1CCN(C(=O)c2cc3c(-c4ccc(Cl)cc4)nn(C)c3s2)CC1 | 2%
O=C(CCCN1C(=O)c2ccccc2C1=O)Nc1ccccc1C(=O)N1CCCC1 | 2%
Cc1ccc(Cl)cc1NC(=O)c1cnn2c1NC(c1ccco1)CC2C(F)(F)F (stereo unspecified) | -7%
CN1C(=O)CSc2ccc(NC(=O)N3CCc4ccccc43)cc21 | -3%
CCN(CC)c1ncnc2c1sc1nc(N3CCOCC3)c3c(c12)CCC3 | -18%
O=C(O)CCS(=O)(=O)Cc1ccccc1F | 18%
CC(NC(=O)CN1C(=O)NC(Cc2ccccc2)(Cc2ccccc2)C1=O)C12CC3CC(CC(C3)C1)C2 (stereo unspecified) | -6%
CCNC(=O)CC1C(=O)N(c2ccccc2)C(=O)N1CCc1ccc(OC)cc1 (stereo unspecified) | -11%
O=C(CSc1ncccn1)Nn1cnnc1 | -21%
C=CCn1c(SCc2cccnc2)nnc1-c1ccncc1 | -4%

Further records follow.
SMILES | mouse EphA4 binding
CCOC(=O)c1[nH]c(C)c(C(=O)NCCC2=CCCCC2)c1C | 6%
CN1CCN(c2nc(-c3ccccc3O)nc3ccccc23)CC1 | -17%
COc1ccc(Cl)cc1NC(=O)CS(=O)(=O)c1cccc2nsnc12 | 6%
COc1cc(/C=C2/SC(=S)N(c3ccccc3)C2=O)ccc1OC(=O)c1ccc([N+](=O)[O-])cc1 | -6%
O=C(Nc1ccccc1)c1ccccc1CC[N+](=O)[O-] | -11%
Cc1ccc(-c2nnn(CC(=O)N(c3ccccc3)C(C(=O)NCC3CCCO3)c3ccc(Cl)cc3)n2)cc1 (stereo unspecified) | 1%
O=C(O)CCC(=O)N1CCC(C(=O)c2cccc(Cl)c2)CC1 | -3%
COc1ccc(C(=O)N/C(=C\c2ccc(-c3cccc([N+](=O)[O-])c3)o2)C(=O)NCc2ccncc2)cc1 | -5%
O=C(NC1C2CC3CC(C2)CC1C3)c1cccc(I)c1 (stereo unspecified) | -10%
CC1(c2ccccc2)NC(=O)N(CCOc2ccccc2)C1=O (stereo unspecified) | -2%
CCOC(=O)N1CCN(c2ccc(C(=O)c3ccccc3)cc2F)CC1 | 9%
O=C(c1noc2c1CCc1ccccc1-2)N1CCCc2ccccc21 | -13%
CCCCN(CCCC)C1=Nc2ccccc2N/C1=C(/C#N)C(=O)OCC | 5.7µM*
O=C(NCCc1ccc(Cl)cc1)C1CCN(S(=O)(=O)N2CCC3(CC2)OCCO3)CC1 | -2%
COC(=O)C1=C(C)N(c2ccc(Cl)cc2)/C(=C\c2ccc(OCC(=O)Nc3ccccc3OC)cc2)C1=O | -5%
CSc1ccccc1C(=O)Nc1cccc(C)c1 | -5%
CC(=O)N(C)c1nnc(-c2cnccn2)s1 | -14%
Cc1cccc(NC(=O)CSc2nnc([C@@H]3CCCN3C(=O)OC(C)(C)C)o2)c1C | -13%
O=C(OCCN1C(=O)c2ccccc2C1=O)c1cnccn1 | -6%
O=C(/C=C/c1ccccc1)c1cc(Br)ccc(=O)c1O | 17µM*
COc1ccc(-c2cc(C(=O)Nc3cc(C)n(Cc4ccc(Cl)cc4)n3)no2)cc1OC | -14%
Cn1c(=O)n(C)c2cc(C(=O)O)ccc21 | -8%
Cn1c(C(=O)c2ccccc2)nc2ccccc21 | -9%
Cc1coc(C)c1C(=O)CC1(O)C(=O)Nc2cc(Cl)cc(Cl)c21 (stereo unspecified) | -4%
O=C(CSc1nccn1-c1cccc(Cl)c1)Nc1ccc2c(c1)OCCO2 | -8%
O=C(Nc1ccccc1F)NC1CCN(Cc2nnnn2Cc2ccc(F)cc2)CC1 | -17%

Exported as labelled records: entries from further up.
> COc1cc(/C=C2/SC(=S)N(c3ccccc3)C2=O)ccc1OC(=O)c1ccc([N+](=O)[O-])cc1
- mouse EphA4 binding = -6%
> O=C(Nc1ccccc1)c1ccccc1CC[N+](=O)[O-]
- mouse EphA4 binding = -11%
> Cc1ccc(-c2nnn(CC(=O)N(c3ccccc3)C(C(=O)NCC3CCCO3)c3ccc(Cl)cc3)n2)cc1 (stereo unspecified)
- mouse EphA4 binding = 1%
